# GLD-1 RNA inh – GLD-1-TGE RNA interaction inhibition (C. elegans) | purified GLD-1 + fluorescein TGE RNA, fluorescence polarization | inhibition, % at 5.96 µM | 0.44% of 320,000 active | AID 2280;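 active = percent inhibition above a per-plate cutoff, the plate mean of test compounds plus 3 SD, cut at about 30% in these data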;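 note: 0% = DMSO wells with GLD-1 and probe and 100% = wells lacking GLD-1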
# Target sequence (Q17339 whole entry, looked up): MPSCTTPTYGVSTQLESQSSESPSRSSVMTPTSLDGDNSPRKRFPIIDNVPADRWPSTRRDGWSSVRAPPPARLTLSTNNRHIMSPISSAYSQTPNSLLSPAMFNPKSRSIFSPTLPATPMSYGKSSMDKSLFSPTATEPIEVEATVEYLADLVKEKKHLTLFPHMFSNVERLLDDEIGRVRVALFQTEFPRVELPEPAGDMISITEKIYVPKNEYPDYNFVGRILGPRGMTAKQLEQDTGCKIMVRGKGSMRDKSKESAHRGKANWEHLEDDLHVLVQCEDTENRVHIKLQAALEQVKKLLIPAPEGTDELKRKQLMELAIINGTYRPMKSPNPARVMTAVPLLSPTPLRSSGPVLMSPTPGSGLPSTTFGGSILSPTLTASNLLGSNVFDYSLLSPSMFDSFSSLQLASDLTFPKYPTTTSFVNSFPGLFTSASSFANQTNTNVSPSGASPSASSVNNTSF
# GSTO1 inh – counter-screen for RBBP9 inhibitors: inhibitors of human GSTO1. 1.1% of 300,000 active. inhibition, % at 5.96 µM. recombinant GSTO1, activity-based probe fluorescence polarization. AID 1974. P78417;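 active = inhibition above the campaign mean inhibition plus 3 SD, cut at about 35% in these data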;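 note: 0% = GSTO1-1 with DMSO and 100% = wells lacking GSTO1-1 enzyme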
# Target sequence (P78417 whole entry, looked up): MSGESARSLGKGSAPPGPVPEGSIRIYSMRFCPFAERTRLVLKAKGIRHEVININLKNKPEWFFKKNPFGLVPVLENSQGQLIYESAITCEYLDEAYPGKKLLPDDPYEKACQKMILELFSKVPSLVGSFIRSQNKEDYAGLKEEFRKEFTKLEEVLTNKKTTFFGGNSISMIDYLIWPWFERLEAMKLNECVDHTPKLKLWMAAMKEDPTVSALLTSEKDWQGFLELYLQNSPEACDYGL
# PAD4 inh – blocks human protein arginine deiminase 4. Q9UM07. recombinant PAD4, RCA probe fluorescence polarization. inhibition, % at 6.36 µM. 0.41% of 330,000 active. AID 485272;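 active = percent inhibition above a cutoff equal to the mean of all tested compounds plus 3 SD, cut at about 15% in these data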;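 note: 0% = PAD4 with RCA probe and DMSO and 100% = probe without PAD4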
# MEX-5 binding – C. elegans MEX-5 TCR-2 RNA binding activity; activity score (negative = inhibition of binding), % at 10 µM; MEX-5/FITC-TCR2 RNA binding, fluorescence polarization; hits give low values; 0.38% of 300,000 active; Q9XUB2; AID 1832;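 active = inhibition past about -25% in most replicates, and total fluorescence under double the plate's negative control median, limit read from the data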;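 note: 0% = DMSO and -100% = 5 µM competing unlabeled TCR2 RNA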
# TPT1 inh – inhibitors of Candida albicans tRNA 2'-phosphotransferase TPT1. recombinant caTPT1, FP RNA substrate dephosphorylation. inhibition, % at 5 µM. 0.81% of 300,000 active;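 active = inhibition above the mean of all tested compounds plus 3 SD, set per screening campaign, cut at about 24% in these data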;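 note: plate controls were DMSO alone for no effect and ferristatin control at 100 nM for full effect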
# Fam108B counter – blocks mouse Fam108B hydrolase in RBBP9 counter-screen; recombinant Fam108B, FP-Rh probe fluorescence polarization; inhibition, % at 9.51 µM; 0.33% of 300,000 active; AID 1947;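 active = inhibition above the screen mean inhibition plus 3 SD, computed separately per campaign, cut at about 18% in these data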;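 note: inhibitors lower polarization as less probe binds the enzyme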
# MCL1-BIM inh – inhibitors of human MCL1 binding to BIM-BH3 peptide; 0.68% of 320,000 active; Q07820; AID 2057; GST-MCL1 / FITC-Bim-BH3 fluorescence polarization; inhibition, % at 10.9 µM;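 active = inhibition above the mean inhibition of all tested compounds plus 3 SD, set per campaign, cut at about 40% in these data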;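 note: 0% = DMSO wells and 100% = unlabeled Bim-BH3 peptide control; higher means more loss of mP so more displacement of Bim peptide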
# Target sequence (Q07820 whole entry, looked up): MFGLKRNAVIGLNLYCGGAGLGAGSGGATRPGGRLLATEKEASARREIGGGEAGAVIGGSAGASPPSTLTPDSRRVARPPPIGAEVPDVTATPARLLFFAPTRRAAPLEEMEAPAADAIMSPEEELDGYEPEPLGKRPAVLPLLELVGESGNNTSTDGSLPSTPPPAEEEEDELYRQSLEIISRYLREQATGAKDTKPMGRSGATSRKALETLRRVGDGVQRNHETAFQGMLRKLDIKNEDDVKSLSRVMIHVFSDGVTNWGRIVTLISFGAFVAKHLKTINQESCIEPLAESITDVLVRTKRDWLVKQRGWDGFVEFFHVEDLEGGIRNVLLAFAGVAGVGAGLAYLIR
# BCLXL inh – blocks human Bcl-xL binding to Bim BH3 peptide; 0.7% of 320,000 active; GST-Bcl-xL / FITC-Bim BH3 peptide fluorescence polarization; inhibition, % at 10.9 µM;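 active = inhibition above the mean of all tested compounds plus 3 SD, cutoff set per campaign, cut at about 30% in these data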;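 note: 0% = DMSO wells and 100% = unlabeled Bim-BH3 peptide competitor; inhibitors lower millipolarization by displacing the labeled peptide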
# PME-1 primary – PME-1 (human) inhibition | recombinant PME-1, FP-Rh probe fluorescence polarization | inhibition, % at 5.9 µM | 0.53% of 320,000 active | AID 2130;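 active = inhibition above the campaign mean of all compounds plus 3 SD, cut at about 26% in these data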;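 note: competitive labeling of PME-1 active site by serine hydrolase directed probe; 0% = PME-1 with DMSO and 100% = wells lacking PME-1 enzyme; inhibitors block probe labeling so polarization falls and inhibition rises; many of its hits are not listed in these tables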
# Starred values were filed as active, the others as inactive; x = no result given. This is a subset, so the mix of outcomes need not match the whole.
SMILES,GLD-1 RNA inh,GSTO1 inh,PAD4 inh,MEX-5 binding,TPT1 inh,Fam108B counter,MCL1-BIM inh,BCLXL inh,PME-1 primary
O=S(=O)(c1ccc(F)c(F)c1)N1CCCc2ccccc21,7,0,-1,-1.5,-1,-2,-2,3,-7
CC(C)(C)NS(=O)(=O)c1ccc(NS(C)(=O)=O)cc1,4,0,0,-0.2,1,-5,7,6,2
CC(=O)Nc1ccc(S(=O)(=O)N(CCO)Cc2ccccc2)cc1,-10,1,-11,-0.8,-2,-3,-5,-3,4
CSCCC(=O)N1CC[C@@H](N2CCN(c3ccccc3F)CC2)[C@H](O)C1,4,-5,0,1.7,0,-4,-2,1,-1
COc1ccc(Br)cc1/C=N/NC(=O)C[n+]1ccccc1,8,8,0,-2.7,0,1,-6,5,-2
O=C(Nc1ccccc1)Nc1ccc(C(F)(F)F)cn1,1,-4,-1,3.8,-3,-2,5,4,0
Cc1cc(C)nc(NS(=O)(=O)c2ccc(NC(=O)COc3ccccc3)cc2)n1,4,11,2,0.5,-3,1,4,9,0
Cc1cc(C)cc(NC(=O)C(C)N2C(=O)c3ccccc3C2=O)c1 (stereo not drawn),3,-1,5,-0.9,0,3,8,1,-5
CC(=O)Nc1ccc(NC(=O)c2ccccc2Nc2ccccc2)cc1,-8,1,-3,-2.9,2,3,1,2,7
CCc1ccc(OCCCC(=O)Nc2nccs2)cc1,-10,9,-2,0.8,3,0,9,-2,-6
CCc1ccccc1NC(=O)C(Cc1cccc(OC)c1OC)c1nn[nH]n1 (stereo not drawn),5,6,-5,0.7,0,3,3,4,0
CSc1ccc(Cl)c(C(=O)Nc2ccc(N3CCOCC3)cc2)c1,2,6,-9,-1.5,0,4,-6,-1,0
CN(CC(=O)Nc1cccc(F)c1)C(=O)c1cc(S(=O)(=O)N(C)C)ccc1N1CCCC1,-2,2,-3,-1.5,2,-2,3,6,-1
Cc1nc(NCc2ccccc2)c(C(N)=O)c2c1COC(C)(C)C2,-2,15,-2,1.2,-2,2,6,4,-1
CC(=O)Nc1ccc(NC(=O)CSc2ccc(-c3ccc4c(c3)OCO4)nn2)cc1,-3,-2,3,0.2,2,-9,10,10,-2
CCc1c(C(=O)NNC(=S)NCC(C)C)csc1C,0,9,1,-0.8,0,-3,1,-3,-5
CN(c1ccccc1)S(=O)(=O)c1ccc(C(=O)NCc2ccccn2)cc1,5,-2,2,0.2,-2,1,3,4,-2
CCN(CC)C(=O)c1ccccc1NS(=O)(=O)c1cccs1,-2,-5,-5,-0.3,-1,0,2,0,4
Cc1csc(NC(=O)CSC2=NCCS2)n1,-7,-1,11,0.7,-5,3,2,3,-5
O=C(NN=C1CCCC1)c1sc2ccccc2c1Cl,14,5,-5,-3.1,-1,5,3,-1,-3
CC(C)C(=O)Nc1ccc(-c2nc3ccccc3c(=O)o2)cc1,-2,-9,1,0.0,0,-8,-1,7,-9
CC(C)(CSc1ccccn1)NS(=O)(=O)c1ccc(Cl)cc1,3,4,-1,-3.6,-1,2,2,5,0
COc1ccc(C(CC(=O)Nc2ccc(F)cc2)c2ccccc2)cc1 (stereo not drawn),3,-5,0,0.4,-3,2,9,4,7
Cc1ccc(NCc2nnc(SCC(=O)N(Cc3ccccc3)C(C)(C)C)o2)c(C)c1,1,9,4,1.1,-7,5,4,9,6
Cc1cc(C)cc(NC(=O)C(=O)NCc2ccccn2)c1,1,1,-1,0.5,-1,4,9,0,9
CCCn1c(CC)nc([N+](=O)[O-])c1Sc1ccc(F)cc1,3,-5,13,2.2,0,4,-2,0,-2
COc1cccc2cc(C(=O)NCc3ccccn3)c(=O)oc12,5,4,7,2.9,1,-1,1,2,-1
COc1cc2c(cc1OC)C(C)N(C(=O)c1cc3c(s1)-c1ccccc1OC3)CC2 (stereo not drawn),7,4,-1,0.8,0,-8,-2,-2,21
O=C(Nc1ccc(S(=O)(=O)N2CCc3ccccc3C2)cc1)c1ccccc1,3,-42,-2,-0.9,-3,-49,-3,-3,-112
CCCNc1c(NS(=O)(=O)c2ccc(Br)cc2)c(=O)oc2ccccc12,5,3,-8,3.0,0,0,4,6,7
CN(C)CCNC(=O)c1[nH]nc2c1CCc1ccccc1-2,-2,2,-3,-2.3,1,-3,-1,3,3
CC1CC(=O)N(c2ccc(Br)cc2)C(=O)C1,5,13,2,-0.3,-1,2,1,0,0
Cc1ccc(S(=O)(=O)NCCC(=O)Nc2cc(F)ccc2C)cc1C,-3,0,-5,-3.3,-1,0,0,3,-2
CC(C)c1nnc(NC(=O)CSc2nnc(-c3ccco3)o2)s1,1,21,0,-3.9,-2,2,5,9,5
COC(=O)c1c(NC(=O)C2CCCO2)sc2c1CCC2 (stereo not drawn),2,6,-1,-1.2,-2,2,6,6,0
COc1ccccc1C(=O)NCCC(=O)NCC(C)(C)N1CCOCC1,-5,7,-2,0.8,-2,-3,-3,-2,1
CC(=O)Nc1nnc(SCC(=O)NCC2CCCO2)s1 (stereo not drawn),2,2,2,2.2,0,1,-23,-21,-1
O=C(COc1ccccc1[N+](=O)[O-])Nc1ccc2c(c1)CCC2,2,x,0,x,x,x,-2,-8,3
COc1ccc(CNC(=O)CSc2n[nH]c(C)c2[N+](=O)[O-])cc1,2,2,6,0.8,0,0,10,6,-1
COc1ccc(S(=O)(=O)N2CCOCC2)cc1NC(=O)CSc1nnc(C2CC2)n1C1CC1,-2,x,-1,x,x,x,-3,0,-1

# Reformatted bar-delimited: two of the compounds above.
SMILES | GLD-1 RNA inh | GSTO1 inh | PAD4 inh | MEX-5 binding | TPT1 inh | Fam108B counter | MCL1-BIM inh | BCLXL inh | PME-1 primary
CC(C)C(=O)Nc1ccc(-c2nc3ccccc3c(=O)o2)cc1 | -2 | -9 | 1 | 0.0 | 0 | -8 | -1 | 7 | -9
CC(C)(CSc1ccccn1)NS(=O)(=O)c1ccc(Cl)cc1 | 3 | 4 | -1 | -3.6 | -1 | 2 | 2 | 5 | 0

# (next part)
SMILES,GLD-1 RNA inh,GSTO1 inh,PAD4 inh,MEX-5 binding,TPT1 inh,Fam108B counter,MCL1-BIM inh,BCLXL inh,PME-1 primary
Cc1cc(C)cc(N2CC(C(=O)NC3CCCCC3)CC2=O)c1 (stereo not drawn),-1,1,1,1.2,0,-3,2,1,5
Cc1c(Cl)c([N+](=O)[O-])nn1CC(=O)NCc1cccs1,4,-2,-3,1.7,-1,-2,7,-1,4
Cc1cccc([C@@H]2C[C@H]3CN(Cc4cccc(Cl)c4)C(=O)[C@]34CCCN24)n1,5,-2,-2,1.1,1,1,6,7,0
CC(=O)c1ccc(OCCCC(=O)Nc2cc(S(=O)(=O)N(C)C)ccc2C)cc1,0,-3,2,3.2,-1,1,0,4,2
O=S(=O)(c1ccc(Cl)cc1)c1cnc2ccccc2n1,0,1,-1,0.1,-2,0,8,8,3
O=C(Nc1ccccc1)Nc1ccc(-n2ccc(C(F)(F)F)n2)cc1,3,-18,0,0.3,-3,-3,-1,4,0
CN(Cc1ccccc1)Cc1nc2scc(-c3ccccc3)c2c(=O)[nH]1,-5,5,2,3.8,-2,-1,0,-3,6
CCCCCC(=O)N1CC2(CC(c3cccc(NC(=O)c4ccccc4)c3)=NO2)C[C@@H]1C(N)=O (stereo partly drawn),-8,1,-2,-2.2,3,0,4,-2,-2
Cc1nc(-c2ccc(C(=O)Nc3ccccc3F)cc2)cs1,2,2,0,3.4,1,-1,-2,-3,-1
Cc1nc(SCC(=O)NC(C)c2ccccc2)c2oc3ccccc3c2n1 (stereo not drawn),-2,-7,2,0.5,2,0,-1,2,14
CCOC(=O)c1cnn(-c2ccccc2)c1N,1,-4,-1,2.2,3,2,5,5,2
Cn1c2c(c(=O)n(C)c1=O)C(NS(=O)(=O)c1ccccc1)(C(F)(F)F)C(=O)N2 (stereo not drawn),5,4,0,-0.1,-3,-1,7,6,1
Cc1ccc(NS(=O)(=O)c2ccc(NC(=O)C3CCCO3)cc2)cc1 (stereo not drawn),1,13,-2,-0.4,3,3,7,3,6
CCC(=O)c1ccc(OCC(O)CN2C(=O)NC(C)(C)C2=O)cc1 (stereo not drawn),7,9,-2,-0.4,0,0,-3,3,1
Cc1cc(C)cc(NC(=O)C(OC(=O)c2cccs2)c2ccccc2)c1 (stereo not drawn),12,-5,1,1.1,1,-25,-8,2,-13
CCN1CCN(CCNC(=O)c2ccc(CS(=O)c3ccc(Cl)cc3)o2)CC1 (stereo not drawn),-5,0,-2,1.2,-1,-2,2,2,-4
C[C@@H]1CN(C(=O)c2nc3ccc(Cl)cn3c2CN2CCc3sccc3C2)C[C@H](C)O1,4,0,-4,-2.4,-3,-1,16,7,6
CC(=O)c1ccc(N2CCN(C(=S)Nc3ccccc3F)CC2)cc1,-8,1,4,-1.1,0,-6,-4,1,-3
Cc1ccc(N2CC(C(=O)NCc3ccc4c(c3)OCO4)CC2=O)cc1C (stereo not drawn),-3,-2,-5,2.0,-6,-2,-2,0,1
CCN(CC)c1ccc(C(=S)N2CCN(c3ccccc3)CC2)cc1,1,-4,0,-2.4,5,0,3,2,2
COCc1cc(C)[nH]c(=O)c1C(=O)NC12CC3CC(CC(C3)C1)C2,6,-2,1,-2.6,0,-2,2,1,2
Cc1ccccc1NC(=O)CSc1nnc(CNC(=O)c2ccco2)n1C,0,-8,-5,2.3,1,-4,-1,-1,-5
Cc1ccc(S(=O)(=O)NCC(C)n2nc(C)nc2C)cc1 (stereo not drawn),3,0,-3,0.9,1,1,-2,3,-3
CC(=O)C1=C(C)NC(SCC(N)=O)=C(C#N)C1CC(C)C (stereo not drawn),7,4,-2,0.7,2,-2,15,10,-6
O=C(COC(=O)c1ccc(Cl)c(S(=O)(=O)NCc2ccccc2)c1)NC1CC1,-1,x,-1,x,x,x,6,3,1
COc1ccc(C(=O)NCCCNC(=O)c2cccnc2)cc1Br,5,-2,3,2.7,-5,2,7,3,-4
CCCCNC(=O)C1CC(=O)N(C2CCCC2)C1 (stereo not drawn),6,-5,-5,0.3,1,0,7,4,9
Cc1cc(=O)c2ccccc2n1Cc1ccccc1,1,0,1,0.0,-2,0,12,0,0
O=C(COc1ccc(Cl)cc1Cl)NCCCNC(=O)c1cnccn1,-4,8,-3,-0.2,-4,1,6,9,0
Cc1ccccc1NC(=O)Cc1nc(COC(=O)c2ccc(Cl)nc2)cs1,1,3,-5,-3.9,0,-3,-4,-4,-3
COc1cccc(OCc2cc(C(=O)NCCc3cccc(C)n3)no2)c1,3,4,-2,-3.1,0,0,2,5,4
O=C(CNC(=O)N1CC(=O)Nc2ccccc21)NCc1cccc(Cl)c1,3,4,4,-2.5,-3,-1,-2,1,8
Cc1cccc(Nc2nc(N)nc(CN3CCC(C)CC3)n2)c1C,0,9,-4,-3.1,2,-1,-5,-3,3
Cc1onc(-c2ccccc2)c1C(=O)NC(C)c1ccc2c(c1)OCO2 (stereo not drawn),0,0,-3,-0.3,5,0,-9,-4,2
O=C1CC(N(CCc2ccccc2)C(=S)Nc2ccccc2)C(=O)N1c1ccccc1 (stereo not drawn),2,-1,1,1.3,2,-5,14,5,-20
COc1cccc(C(=O)N/N=c2/oc3ccccc3cc2C(N)=O)c1,-3,-8,-4,2.0,1,2,-3,2,-5

# Bioassay records deposited in PubChem by several laboratories.
